From PubChem
PLCb3 inh: PLC-beta3 (human) inhibition, primary screen | Q01970 | hit rate 0.18% among 370,000 | inhibition, % at 12.2 µM | Purified PLC-beta3, fluorogenic substrate, fluorescence; in the data active means inhibition above about 11%;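 further: 0% = median of compound wells on plate and 100% = full blocker control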
Rev-erbA mod: modulates human Rev-erb alpha binding to DNA; activity, % at 10 µM; Rev-erbα–FITC-DNA binding, fluorescence polarization, 90 min; P20393; hit rate 0.79% among 370,000;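 active means activity above about 14%, limit read from the data; passing the limit was not always enough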;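 further: 0% = DMSO wells with 35 nM protein and 100% = DMSO wells with 750 nM protein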
ssDAF-12 act: S. stercoralis DAF-12 activation, primary screen. HEK293 ssDAF-12/GRIP1 lit1-tk-luc reporter, luminescence; % of 3 µM dafachronic acid response. hit rate 1% among 370,000. activation, % at 6.8 µM. AID 652126;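 active means activation above the mean over all tested compounds plus 3 SD, cut at about 0.9% in these data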;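 further: 0% = DMSO-only wells and 100% = 3 µM delta7-dafachronic acid wells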
hcDAF-12 act: activates DAF-12 receptor from parasite H. contortus; HEK293 hcDAF-12 lit1-tk-luc reporter, luminescence; 0% DMSO, 100% Δ7-dafachronic acid; activation, % at 6.8 µM; hit rate 1.4% among 370,000; AID 652067;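 active means activation above the mean of all tested compounds plus 3 SD, cut at about 5.5% in these data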;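 further: 100% = response to 3 µM Δ7-dafachronic acid high control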
DAX1 inh-1: DAX1 (NR0B1) inhibition, primary screen | hit rate 1.1% among 370,000 | inhibition, % at 6.8 µM | AID 652010 | HEK293T StAR-luciferase reporter, SF-1/DAX-1 repression relief;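 active means inhibition above the mean over all tested compounds plus 3 SD, cut at about 3.6% in these data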;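 further: 0% = DAX-1 cells with DMSO and 100% = cells lacking DAX-1 with DMSO; higher inhibition means more luminescence from relief of DAX-1 repression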
SMARCA2 act: SMARCA2 function activation, primary screen. activation, % at 9.1 µM. AID 652017. hit rate 1% among 370,000. MG213 cells, MMTV-luciferase reporter, dexamethasone, overnight; in the data active means activation above about 7.8%;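 further: 0% = vehicle wells and 100% = reference activator wells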
DAX1 inh-2: inhibits human nuclear receptor DAX1 | HEK293 Gal4-DAX1 luciferase reporter, luminescence | inhibition, % at 6.75 µM | hit rate 0.99% among 340,000 | AID 504766;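 active means inhibition above the mean over all tested compounds plus 3 SD, cut at about 4.2% in these data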;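 further: 0% = DAX1-transfected cells with DMSO and 100% = empty-vector control cells with DMSO; inhibition shows as a rise in luminescence from relieved DAX1 repression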
Target sequence (P51843 207-470 limits assumed): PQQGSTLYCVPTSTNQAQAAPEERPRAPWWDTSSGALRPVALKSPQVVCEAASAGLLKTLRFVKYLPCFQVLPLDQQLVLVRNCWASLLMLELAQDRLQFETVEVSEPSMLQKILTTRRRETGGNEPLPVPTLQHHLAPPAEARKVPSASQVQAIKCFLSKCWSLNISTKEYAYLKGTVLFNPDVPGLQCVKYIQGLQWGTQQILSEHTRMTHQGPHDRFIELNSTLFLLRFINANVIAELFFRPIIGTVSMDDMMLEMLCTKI
ADAM17 inh: ADAM17 inhibition, QFRET primary screen; P78536; AID 720648; hit rate 0.83% among 370,000; recombinant ADAM17, EDANS/DABCYL FRET peptide cleavage; inhibition, % at 6.95 µM;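 active means inhibition above the mean of compounds lying between control limits plus 3 SD, set per campaign, cut at about 8.5% in these data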;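 further: 0% = DMSO-only wells as the low control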
MBD2 DNA inh: MBD2-methylated oligo binding inhibition; Q9UBB5; TR-FRET, MBD2 binding to methylated oligonucleotide; inhibition, % at 4.4 µM; hit rate 0.31% among 370,000; in the data active means inhibition above about 13%
Target sequence (Q9UBB5 whole entry, looked up): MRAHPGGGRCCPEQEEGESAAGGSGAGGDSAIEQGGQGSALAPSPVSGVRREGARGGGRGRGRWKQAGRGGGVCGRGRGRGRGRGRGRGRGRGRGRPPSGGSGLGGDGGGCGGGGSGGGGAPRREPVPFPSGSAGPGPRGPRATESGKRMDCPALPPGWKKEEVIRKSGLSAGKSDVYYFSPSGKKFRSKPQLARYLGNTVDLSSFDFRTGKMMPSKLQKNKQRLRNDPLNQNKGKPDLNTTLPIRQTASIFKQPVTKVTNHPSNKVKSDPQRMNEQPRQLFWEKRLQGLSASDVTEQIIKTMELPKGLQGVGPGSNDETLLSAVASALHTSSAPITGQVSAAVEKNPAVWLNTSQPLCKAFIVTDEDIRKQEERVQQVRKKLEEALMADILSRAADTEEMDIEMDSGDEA
hgDAF12 agonist: activates the H. glycines DAF-12 receptor ligand-binding domain | hit rate 1.8% among 370,000 | AID 687014 | activation, % at 6.8 µM | HEK293 GAL4-hgDAF12 UAS-luciferase reporter, agonist luminescence; normalized to butyrate control;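 active means activation above a cutoff set at the mean of all screened compounds plus 3 SD, cut at about 10% in these data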;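 further: 0% = DMSO wells and 100% = sodium butyrate wells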
PLCg1 inh: inhibitors of human phospholipase C gamma1 | purified PLC-gamma1, fluorogenic substrate, fluorescence | hit rate 0.84% among 370,000 | AID 720700 | inhibition, % at 12.2 µM; in the data active means inhibition above about 9.5%
The depositor's hits bear a star.

What do the screens show for `Cc1cccc(NC(=O)CCC(=O)Nc2nnc(C3CCCCC3)s2)c1`?
PLCb3 inh: -7.2; Rev-erbA mod: 5.3; ssDAF-12 act: -0.8; hcDAF-12 act: 2.3; DAX1 inh-1: 0.9; SMARCA2 act: -4.9; DAX1 inh-2: 0.2; ADAM17 inh: -0.2; MBD2 DNA inh: 3.1; hgDAF12 agonist: 0.2; PLCg1 inh: 0.0

Results for CCOC(=O)c1ccc(N2Cc3ccccc3C2)cc1O ?
PLCb3 inh: -11.3; Rev-erbA mod: -3.4; ssDAF-12 act: -0.9; hcDAF-12 act: -0.7; DAX1 inh-1: 0.9; SMARCA2 act: 1.3; DAX1 inh-2: 1.6; ADAM17 inh: -6.6; MBD2 DNA inh: 4.5; hgDAF12 agonist: 5.1; PLCg1 inh: -7.2

What do the screens show for `COc1ccc(CNC(=O)CN2CCC(NC(=O)c3ccc(OC)cc3)CC2)cc1`?
PLCb3 inh: -4.7; Rev-erbA mod: -3.6; ssDAF-12 act: -0.6; hcDAF-12 act: 0.3; DAX1 inh-1: -0.3; SMARCA2 act: -2.4; DAX1 inh-2: -0.3; ADAM17 inh: 1.9; MBD2 DNA inh: 2.8; hgDAF12 agonist: -2.6; PLCg1 inh: 1.3

Results for CC(C#N)N1CCN(S(=O)(=O)c2ccc3c(c2)CCC3)CC1 (centres undefined) ?
PLCb3 inh: -3.1; Rev-erbA mod: 1.5; ssDAF-12 act: -1.4; hcDAF-12 act: -0.2; DAX1 inh-1: 1.1; SMARCA2 act: 0.9; DAX1 inh-2: 1.5; ADAM17 inh: 1.7; MBD2 DNA inh: -1.1; hgDAF12 agonist: -0.5; PLCg1 inh: 1.5

What do the screens show for `O=C(CN1CCC(n2nnc3cc(F)ccc32)CC1)NCCc1ccccc1`?
PLCb3 inh: 2.0; Rev-erbA mod: 2.5; ssDAF-12 act: -1.0; hcDAF-12 act: -0.2; DAX1 inh-1: 1.4; SMARCA2 act: 1.3; DAX1 inh-2: 0.2; ADAM17 inh: -0.3; MBD2 DNA inh: 4.4; hgDAF12 agonist: 2.0; PLCg1 inh: 1.9

How did CC(=O)N1CCc2cc(S(=O)(=O)NCCC(=O)N(C)C3CCCCC3)ccc21 do in these assays?
PLCb3 inh: 2.9; Rev-erbA mod: -3.6; ssDAF-12 act: -1.7; hcDAF-12 act: -0.6; DAX1 inh-1: -1.2; SMARCA2 act: -7.0; ADAM17 inh: -1.5; MBD2 DNA inh: 6.0; hgDAF12 agonist: 0.0; PLCg1 inh: 0.7

What do the screens show for `O=C(CSc1nc(O)cc(=O)[nH]1)N1c2ccccc2Sc2ccccc21`?
PLCb3 inh: 0.6; Rev-erbA mod: 1.7; ssDAF-12 act: -1.4; hcDAF-12 act: -1.6; DAX1 inh-1: -0.2; SMARCA2 act: 1.0; ADAM17 inh: 1.1; MBD2 DNA inh: 4.1; hgDAF12 agonist: -0.5; PLCg1 inh: 1.5

How did O=C(CCCn1c(=S)[nH]c2ccccc2c1=O)N1CCCCC1 do in these assays?
PLCb3 inh: -0.9; Rev-erbA mod: -2.8; ssDAF-12 act: -1.4; hcDAF-12 act: -1.3; DAX1 inh-1: -0.1; SMARCA2 act: 2.5; DAX1 inh-2: -0.1; ADAM17 inh: 2.8; MBD2 DNA inh: -6.9; hgDAF12 agonist: -0.9; PLCg1 inh: 4.2

How did COc1ccc(OC)c(S(=O)(=O)N2CCCC(C(=O)N3CCCCCC3)C2)c1 (centres undefined) do in these assays?
PLCb3 inh: -4.3; Rev-erbA mod: 0.0; ssDAF-12 act: -1.4; hcDAF-12 act: 0.2; DAX1 inh-1: 0.0; SMARCA2 act: 3.6; DAX1 inh-2: -0.6; ADAM17 inh: 3.5; MBD2 DNA inh: 0.6; hgDAF12 agonist: -2.6; PLCg1 inh: 7.4

How did CCOC(=O)C1=C(O)C(=O)N(c2ccc(S(N)(=O)=O)cc2)C1c1cccc([N+](=O)[O-])c1 (centres undefined) do in these assays?
PLCb3 inh: -5.5; Rev-erbA mod: 1.5; ssDAF-12 act: 0.0; hcDAF-12 act: -1.6; DAX1 inh-1: -0.2; SMARCA2 act: -2.1; DAX1 inh-2: 0.1; ADAM17 inh: -6.1; MBD2 DNA inh: -2.8; hgDAF12 agonist: 1.6; PLCg1 inh: 2.3

Results for O=C(O)CP(=O)(O)O ?
PLCb3 inh: -2.6; Rev-erbA mod: 4.8; ssDAF-12 act: -1.2; hcDAF-12 act: 0.5; DAX1 inh-1: 1.4; SMARCA2 act: -5.4; DAX1 inh-2: 0.1; ADAM17 inh: -1.9; MBD2 DNA inh: -3.1; hgDAF12 agonist: 1.6; PLCg1 inh: -0.4

Results for O=C(Cc1ccc(Cl)cc1)Nc1ccccc1CO ?
PLCb3 inh: -0.3; Rev-erbA mod: -0.3; ssDAF-12 act: -0.8; hcDAF-12 act: 0.6; DAX1 inh-1: 0.5; SMARCA2 act: 0.8; DAX1 inh-2: 0.8; ADAM17 inh: -0.6; MBD2 DNA inh: 1.6; hgDAF12 agonist: 1.1; PLCg1 inh: 0.8

Results for CC(C)(C)N(Cc1cn(Cc2ccccc2)nn1)S(=O)(=O)c1ccc(N2CCCC2)cc1Br ?
PLCb3 inh: -20.0; Rev-erbA mod: -0.3; ssDAF-12 act: -1.9; hcDAF-12 act: -5.1; DAX1 inh-1: 0.5; SMARCA2 act: -4.5; ADAM17 inh: 6.0; MBD2 DNA inh: -2.7; hgDAF12 agonist: -1.5; PLCg1 inh: -8.3

Results for COCCN(C(=O)COC(=O)c1c(NC(C)=O)sc(C)c1C)c1c(N)n(Cc2ccccc2)c(=O)[nH]c1=O ?
PLCb3 inh: -10.4; Rev-erbA mod: 0.8; ssDAF-12 act: -0.6; hcDAF-12 act: 0.9; DAX1 inh-1: 0.3; SMARCA2 act: -1.0; DAX1 inh-2: -1.1; ADAM17 inh: -3.7; MBD2 DNA inh: -0.1; hgDAF12 agonist: -0.1; PLCg1 inh: -2.0

How did CCC(C)[C@H](NS(=O)(=O)c1ccc(C)cc1)C(=O)N1CCC(C(=O)N[C@H](C(=O)O)c2ccccc2)CC1 (some centres undefined) do in these assays?
PLCb3 inh: 7.2; Rev-erbA mod: -0.3; ssDAF-12 act: -1.4; hcDAF-12 act: -5.0; DAX1 inh-1: 0.0; SMARCA2 act: 1.1; DAX1 inh-2: -0.3; ADAM17 inh: 1.1; MBD2 DNA inh: 2.0; hgDAF12 agonist: 0.3; PLCg1 inh: 1.9

What do the screens show for `Cc1nc(N2CCOCC2)nc(N2CCCC2)c1[N+](=O)[O-]`?
PLCb3 inh: 1.1; Rev-erbA mod: -4.7; ssDAF-12 act: -2.1; hcDAF-12 act: -1.9; DAX1 inh-1: 0.0; SMARCA2 act: 1.4; DAX1 inh-2: -1.3; ADAM17 inh: 2.6; MBD2 DNA inh: -1.5; hgDAF12 agonist: 0.1; PLCg1 inh: -3.4

What do the screens show for `COCCNC(=O)c1cccc2c1-c1ccccc1C2=O`?
PLCb3 inh: 0.7; Rev-erbA mod: 0.7; ssDAF-12 act: -1.4; hcDAF-12 act: -1.2; DAX1 inh-1: -0.2; SMARCA2 act: -3.0; DAX1 inh-2: 0.2; ADAM17 inh: -6.9; MBD2 DNA inh: -11.0; hgDAF12 agonist: -2.1; PLCg1 inh: 1.7

Results for Cc1nn(-c2ccc(C(=O)O)cc2)c2c1C(=O)CC(C)(C)C2 ?
PLCb3 inh: -1.4; Rev-erbA mod: -0.2; ssDAF-12 act: -1.4; hcDAF-12 act: -0.2; DAX1 inh-1: 0.6; SMARCA2 act: -2.2; DAX1 inh-2: -1.6; ADAM17 inh: 0.6; MBD2 DNA inh: -3.6; hgDAF12 agonist: -4.0; PLCg1 inh: 1.6

How did CC(C)(C)c1ccc(OCC(=O)Nc2ccc(C(=O)Nc3ccccc3C(=O)O)cc2)cc1 do in these assays?
PLCb3 inh: -13.8; Rev-erbA mod: -3.9; ssDAF-12 act: -0.5; hcDAF-12 act: 0.5; DAX1 inh-1: -0.2; SMARCA2 act: 2.3; DAX1 inh-2: -0.5; ADAM17 inh: -1.9; MBD2 DNA inh: -2.1; hgDAF12 agonist: -1.5; PLCg1 inh: -3.5

What do the screens show for `Cc1ccccc1C(=O)Nc1ccnn1C1CCN(CCCc2ccccc2)CC1`?
PLCb3 inh: -8.1; Rev-erbA mod: -6.0; ssDAF-12 act: -0.7; hcDAF-12 act: -0.9; DAX1 inh-1: -0.5; SMARCA2 act: -0.9; DAX1 inh-2: 0.4; ADAM17 inh: -1.9; MBD2 DNA inh: 4.1; hgDAF12 agonist: 0.2; PLCg1 inh: 5.0

Results for CCN(CC)S(=O)(=O)c1cccc(NC(=O)c2ccc(C#N)cc2)c1 ?
PLCb3 inh: -7.3; Rev-erbA mod: -1.1; ssDAF-12 act: -2.1; hcDAF-12 act: -1.4; DAX1 inh-1: -1.9; SMARCA2 act: -4.8; DAX1 inh-2: -0.1; ADAM17 inh: -3.4; MBD2 DNA inh: 4.8; hgDAF12 agonist: -4.7; PLCg1 inh: -1.3

How did O=C(c1ccc(C#Cc2ccccc2)cc1)N1CCC(O)CC1 do in these assays?
PLCb3 inh: 0.9; Rev-erbA mod: 2.1; ssDAF-12 act: 0.2; hcDAF-12 act: 3.5; DAX1 inh-1: 4.9*; SMARCA2 act: 1.1; ADAM17 inh: -1.0; MBD2 DNA inh: 1.7; hgDAF12 agonist: 11.5*; PLCg1 inh: -0.1

Results for Cc1cc(-c2nnc(CCC(=O)N3CCN(Cc4cccnc4)CC3)o2)c(C)o1 ?
PLCb3 inh: -3.6; Rev-erbA mod: 1.9; ssDAF-12 act: 0.1; hcDAF-12 act: 0.1; DAX1 inh-1: -0.5; SMARCA2 act: 1.3; DAX1 inh-2: -0.1; ADAM17 inh: 1.0; MBD2 DNA inh: 1.7; hgDAF12 agonist: -0.7; PLCg1 inh: 4.2

What do the screens show for `COc1ccc(-c2csc(N3CCC(c4ccccc4)C3)n2)cc1` (centres undefined)?
PLCb3 inh: 0.9; Rev-erbA mod: -4.2; ssDAF-12 act: -0.6; hcDAF-12 act: -1.1; DAX1 inh-1: 0.8; SMARCA2 act: -1.6; DAX1 inh-2: -0.5; ADAM17 inh: 1.7; MBD2 DNA inh: -4.7; hgDAF12 agonist: -0.1; PLCg1 inh: 2.1

How did Cc1cc(NC(=O)c2ccc3nc(-c4ccccc4)c(-c4ccccc4)nc3c2)no1 do in these assays?
PLCb3 inh: -5.9; Rev-erbA mod: 13.8; ssDAF-12 act: -0.9; hcDAF-12 act: -1.5; DAX1 inh-1: -0.1; SMARCA2 act: -2.2; DAX1 inh-2: 1.5; ADAM17 inh: -13.8; MBD2 DNA inh: 2.9; hgDAF12 agonist: -1.9; PLCg1 inh: -4.6
